Assay outcomes (PubChem BioAssay)
Apaf1 inhib = inhibitors of human Apaf-1 apoptosome, primary screen, biochemical, DEVD-Rh110 fluorescence, uHTS; Apoptotic protease-activating factor 1 (Homo sapiens), O14727; reconstituted apoptosome caspase-3 activity; inhibition, % at 20 µM; 330,000 tested, 0.71% active; AID 489030, 2010; active = inhibition of at least 40% at 20 µM;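 also: plate controls were DMSO wells for no effect and DEVD-CHO caspase inhibitor wells for full effect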
Target sequence (O14727 whole entry, looked up): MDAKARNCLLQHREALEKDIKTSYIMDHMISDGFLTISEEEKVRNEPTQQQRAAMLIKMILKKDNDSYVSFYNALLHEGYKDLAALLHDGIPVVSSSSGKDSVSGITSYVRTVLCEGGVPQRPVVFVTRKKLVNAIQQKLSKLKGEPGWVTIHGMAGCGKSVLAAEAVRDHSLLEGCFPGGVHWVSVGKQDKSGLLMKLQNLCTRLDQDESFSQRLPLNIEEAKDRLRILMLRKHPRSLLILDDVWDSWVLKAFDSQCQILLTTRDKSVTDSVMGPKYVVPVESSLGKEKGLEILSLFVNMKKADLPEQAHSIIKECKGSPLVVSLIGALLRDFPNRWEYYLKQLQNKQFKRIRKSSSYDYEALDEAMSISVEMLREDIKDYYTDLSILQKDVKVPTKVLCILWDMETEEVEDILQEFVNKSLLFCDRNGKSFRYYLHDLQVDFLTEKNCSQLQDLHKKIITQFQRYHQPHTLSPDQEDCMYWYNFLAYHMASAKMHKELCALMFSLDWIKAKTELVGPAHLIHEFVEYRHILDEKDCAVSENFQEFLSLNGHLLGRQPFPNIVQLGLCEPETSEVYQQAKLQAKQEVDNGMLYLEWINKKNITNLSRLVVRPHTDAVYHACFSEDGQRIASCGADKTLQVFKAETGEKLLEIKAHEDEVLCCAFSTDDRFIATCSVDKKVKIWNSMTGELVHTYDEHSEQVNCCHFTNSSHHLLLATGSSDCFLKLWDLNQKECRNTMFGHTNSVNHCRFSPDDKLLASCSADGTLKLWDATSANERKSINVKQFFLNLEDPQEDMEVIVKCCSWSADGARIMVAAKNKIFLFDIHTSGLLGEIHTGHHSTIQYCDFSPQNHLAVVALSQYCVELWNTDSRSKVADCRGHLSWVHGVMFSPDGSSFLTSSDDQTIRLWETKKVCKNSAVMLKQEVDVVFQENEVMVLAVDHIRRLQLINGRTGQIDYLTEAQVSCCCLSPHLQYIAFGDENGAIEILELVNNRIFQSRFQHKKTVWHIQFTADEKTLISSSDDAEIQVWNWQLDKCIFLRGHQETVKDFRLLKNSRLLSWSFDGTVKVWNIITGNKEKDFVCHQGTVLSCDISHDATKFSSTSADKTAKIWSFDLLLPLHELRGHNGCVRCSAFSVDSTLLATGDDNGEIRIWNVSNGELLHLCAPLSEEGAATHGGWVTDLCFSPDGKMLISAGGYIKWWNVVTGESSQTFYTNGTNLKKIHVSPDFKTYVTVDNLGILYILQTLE
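Assay system: Apoptosome proteins | Medium: pH 7.5 Hepes buffer with CHAPS, BSA, DTT | Also added: Cytochrome c and DEVD-Rh110 substrate | Times: 30 min plus 50 min, RT | Detection: Rhodamine 110 fluorescence at Ex 480/Em 540 nm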
tim10-1 inh = growth inhibitors of tim10-1 mutant yeast, primary screen, luminescence, uHTS; 330,000 tested, 2.2% active; inhibition, % at 20 µM; S. cerevisiae tim10-1 ts strain growth, BacTiter-Glo, 24 h;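 active = inhibition of at least 40%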;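 also: mutant grown at 25 °C; 0% = DMSO wells with yeast and 100% = wells holding no yeast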
mIAP block = inhibitors of mouse IAP, primary screen, biochemical, luminescence, uHTS; intestinal alkaline phosphatase [Mus musculus]; purified mouse IAP, CDP-Star luminescence, 30 min; inhibition, % at 10 µM; 330,000 tested, 0.2% active;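 active = inhibition of at least 40% at 10 µM in the primary screen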;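 also: plate controls were DMSO with enzyme for no effect and no enzyme wells for full effect; values of inactives mirror those of a sister screen read the other way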
NLRP3 yeast inh = NALP3 inflammasome inhibitors in reconstituted yeast, primary screen, luminescence, uHTS | 330,000 tested, 0.39% active | inhibition, % at 10 µM | Yeast reconstituted NLRP3/ASC/caspase-1, beta-gal luminescence, 24 h;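 active = inhibition of 50% or more; inactive = inhibition below 50%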;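 also: plate controls were induced DMSO wells for no effect and uninduced yeast grown without galactose for full effect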
hIAP activ = human IAP activators, primary screen, biochemical, luminescence, uHTS; purified human IAP, CDP-Star luminescence, 30 min; hits give high values; 1 = vehicle-only enzyme, 0 = enzyme-free background; activation factor at 10 µM; Intestinal-type alkaline phosphatase (Homo sapiens), P09923; 330,000 tested, 0.16% active;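 active = activation factor of the enzyme at least 2-fold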; also: the source names both 10 and 20 µM as test concentration; values of inactives mirror those of a sister screen read the other way
ATG4B inh = ATG4B protease inhibitors, primary screen, biochemical, fluorescence, uHTS; 340,000 tested, 0.51% active; inhibition, % at 8.33 µM; ATG4B cleavage of LC3-PLA2, NBD-HPC fluorescence, 1 h; Cysteine protease ATG4B (Homo sapiens), Q9Y4P1; in the data active = inhibition above about 40%
hIAP inh = human IAP inhibitors, primary screen, biochemical, luminescence, uHTS; purified IAP, CDP-Star luminescence, 30 min; inhibition, % at 10 µM; 330,000 tested, 0.12% active;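 active = inhibition reaching a set limit with compound at 10 µM in the primary screen, cut at about 35% in these data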;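 also: plate controls were DMSO wells with enzyme for no effect and no-enzyme buffer wells for full effect; values of inactives mirror those of a sister screen read the other way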
TIM10 inh = growth inhibitors of isogenic TIM10 control yeast, primary screen, counter-screen for tim10-1 yeast inhibitor project, luminescence, uHTS; 330,000 tested, 1.4% active; inhibition, % at 10 µM; S. cerevisiae TIM10 strain growth, BacTiter-Glo luminescence, 24 h;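 active = inhibition of 40% or more at the single tested concentration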;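 also: wild-type TIM10 isogenic control strain grown at permissive 25 °C; 0% = DMSO yeast wells and 100% = minimal medium wells without yeast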
mIAP act = activators of mouse IAP, primary screen, biochemical, luminescence, uHTS | activation factor at 10 µM | AID 2805, 2010 | muIAP, CDP-Star luminescence, 30 min; hits give high values; 1 = vehicle-only enzyme signal, 0 = enzyme-free wells | 330,000 tested, 0.24% active;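 active = activation factor of at least 2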; also: the source names both 10 and 20 µM as test concentration; values of inactives mirror those of a sister screen read the other way
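Assay system: mouse IAP enzyme / Compound: DMSO-dissolved test compounds / Timing: 30 min, room temperature / Measured by: luminescence from enzymatic CDP-Star hydrolysis / Control set: DMSO-only wells, enzyme-free buffer wells as negative control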
* marks the source's active call; other numbers are inactive results; & = joins results of further samples.

mol	TIM10 inh	NLRP3 yeast inh	mIAP block	hIAP activ	hIAP inh	tim10-1 inh	Apaf1 inhib	ATG4B inh	mIAP act
O=C(NC1CCCCC1)C(c1ccc2ncccc2c1)N(Cc1ccccc1)C(=O)c1ccc2c(c1)OCCO2 (centres undefined)	19	-5	2	1.1	-7	24	15	-8	0.98
COc1ccccc1-n1c(SCC(=O)N2CCc3ccccc32)nc2c(c1=O)SCC2	12	10	5	0.9	10	11	16	-7	0.95
CN1CCC(N(C)S(=O)(=O)c2ccc(NC(=O)c3cccc(C#N)c3)cc2)CC1	-4	4	0	0.89	11	-6	-10	4	1
Cc1ccc(S(=O)(=O)N2CCC(C(=O)Nc3ccccc3N3CCCC3)CC2)c(C)c1	0	34	-7	1.2	-16	7	25	14	1.1
OCC1(Cc2ccccc2)CCN(Cc2cnn(-c3ccccc3F)c2)CC1	4	0	-7	0.95	5	-4	-27	-3	1.1
CC(C)COC(=O)Nc1ccc(C(=O)O)cc1	7	-3	5	1.1	-12	-10	-5	7	0.95
Cc1ccc(OCCNC(=O)c2cc(C3CC3)nc3c2cnn3C(C)C)cc1	-3	23	19	0.84	16	0	18	-3	0.81
On1c(-c2ccc(Cl)cc2Cl)nc2ncccc21	3	14	1	1	-1	-11	3	-3	0.99
Cc1csc2nc(CNS(=O)(=O)c3cccnc3)cn12	12	8	4	0.99	1	15	-11	-24	0.96
CCc1noc(C)c1C(=O)Nc1nc(-c2cccs2)cs1	-11	56*	8	1.1	-5	-3	12	-6	0.92
Cc1ccc(-c2nnc3n2N=C(c2ccc(Br)cc2)CS3)cc1	22	18	17	1	0	25	7	-2	0.83
O=C(/C=C/c1ccco1)NC(=S)Nc1ccc(N2CCCC2)cc1	9	20	16	0.95	5	8	11	0	0.84
O=C(Nc1ccc(NC(=S)NC(=O)c2ccccc2F)cc1)c1cccs1	4	17	7	0.89	11	25	13	18	0.93
O=C(NC(Cc1ccccc1)C(=O)O)/C(=C\c1ccccc1)NC(=O)c1ccc(Br)o1 (centres undefined)	-2	13	-13	1.2	-18	-6	7	1	1.1
COc1ccc(COC(=O)C2CCN(S(=O)(=O)c3ccc(Cl)cc3)CC2)cc1	7	23	9	1	-2	12	18	-3	0.91

Just mIAP act, NLRP3 yeast inh and Apaf1 inhib, for 3 of the compounds above:
Compound	mIAP act	NLRP3 yeast inh	Apaf1 inhib
O=C(/C=C/c1ccco1)NC(=S)Nc1ccc(N2CCCC2)cc1	0.84	20	11
O=C(Nc1ccc(NC(=S)NC(=O)c2ccccc2F)cc1)c1cccs1	0.93	17	13
O=C(NC(Cc1ccccc1)C(=O)O)/C(=C\c1ccccc1)NC(=O)c1ccc(Br)o1 (centres undefined)	1.1	13	7

(cont.)
mol	TIM10 inh	NLRP3 yeast inh	mIAP block	hIAP activ	hIAP inh	tim10-1 inh	Apaf1 inhib	ATG4B inh	mIAP act
O=C(Nc1cccc(S(=O)(=O)NC2=NCCC2)c1)c1cc(F)c(F)c(F)c1F	8	16	-1	0.97	3	7	7	4	1
CC1CN(c2oc(-c3ccccc3Cl)nc2C#N)CC(C)O1 (centres undefined)	5	15	2	1	-3	20	-5	-6	0.98
O=C(Nc1ccc(Cl)cc1)c1nc[nH]c1C(=O)NCc1ccccc1	25	24	-2	1.6	-63	38	13	-10	1
CCN(CC(=O)NC1CCS(=O)(=O)C1)C(=O)c1ccc(OC)c([N+](=O)[O-])c1 (centres undefined)	0	8	4	0.97	3	-5	-6	3	0.96
Cc1cc(C)c2c(CN3CCN(C)CC3)cc(=O)oc2c1	6	10	-8	1.1	-6	11	9	0	1.1
CCCCCOC(=O)CSc1n[nH]c(=O)[nH]c1=O	-3	-7	5	0.94	6	0	-13	-1	0.95
O=C(CCCCCN1C(=O)CCC1=O)Nc1ccc(Cl)c(C(F)(F)F)c1	-7	6	-8	1.2	-20	26	-2	-4	1.1
CC(=O)c1sc2ccccc2c1OC(=O)c1ccco1	14	7	-4	1	-3	12	6	1	1
CCOC(=O)C1CCN(S(=O)(=O)c2ccc3c(c2)CCN3C(C)=O)CC1	19	2	-2	0.97	3	22	-17	-6	1
COc1ccc(C2(C)NC(=O)N(CC(=O)Nc3ccc(C)cc3Br)C2=O)cc1OC (centres undefined)	-13	-6	-3	1.2	-15	8	12	-11	1
COc1ccc(C(=O)c2c(C)oc3cc([N+](=O)[O-])c(O)c([N+](=O)[O-])c23)cc1	14	14	4	0.72	28	12	12	-3	0.96
O=C(O)CC(NC(=O)Cc1ccccc1)c1ccccc1 (centres undefined)	1	29	-4	0.81	19	-7	3	8	1
COc1ccc(NC(=O)C2CCC(CNc3c(N4CCC(C)CC4)c(=O)c3=O)CC2)cc1OC (centres undefined)	-9	2	0	0.82	18	4	0	-2&-12	1
Cn1c(Cn2nnc3ccccc32)nnc1SCC(=O)c1ccc(F)cc1	-5	14	2	0.96	4	9	-7	-8	0.98
COc1ccc(CCN=CC2=C(O)CCCC2=O)cc1OC	-6	9	-1	1.1	-10	11	-14	-12	1

Additional compounds:
mol	TIM10 inh	NLRP3 yeast inh	mIAP block	hIAP activ	hIAP inh	tim10-1 inh	Apaf1 inhib	ATG4B inh	mIAP act
O=C(NCc1nnc(SCc2ccc(F)cc2)n1-c1ccc(F)cc1)C12CC3CC(CC(C3)C1)C2	3	10	-13	1	-2	14	24	-18	1.1
Cc1c(C(=O)N(C)CCOc2ccccc2)oc2c(Cl)cccc12	-3	26	9	0.88	12	5	45*	-10	0.91
Cc1ccc(CS(=O)(=O)c2nc3c(c(N(C)C)n2)CCCC3)cc1	-18	12	-10	1.1	-6	-3	11	-3	1.1
Cc1cccc(N2C(=O)N3[C@H]4c5ccccc5OC[C@@H]4[C@@H](c4ccccc4)[C@@]3(C)C2=O)c1	24	1	2	1	0	27	14	5	0.98
Cc1ccc(O)c(C(=O)c2cnn(C(=O)COc3ccc(Cl)cc3)c2)c1	38	13	16	0.96	4	25	-3	6	0.84
Cc1cc(C(=O)Nc2c(F)cc(F)cc2Br)c(C)o1	-2	23	3	1	-3	4	-3	-8	0.97
Cc1ccc([N+](=O)[O-])cc1S(=O)(=O)Nc1ccc(C(=O)NCC2CCCO2)cc1 (centres undefined)	13	16	6	0.92	8	16	-7	-32	0.94
O=C(Cc1coc2cc3c(cc12)CCC3)NC1CCCCCCC1	19	19	-53	0.94	6	36	9	15	1.5
O=C(CN1CCN(C/C=C/c2ccccc2)CC1)Nc1cc([N+](=O)[O-])ccc1Cl	7	6	6	0.98	2	-10	7	-10	0.94
CCN(CC)c1ccc(S(=O)(=O)N2CCOCC2)cc1NC(=O)CN1CCN(Cc2ccccc2)CC1	24	7	-7	1.1	-5	-1	21	2	1.1
Nc1nc(SCC(=O)N2CCOCC2)n[nH]1	-15	7	-3	1	0	-14	0	6	1
CCCCNC(=O)c1cc2c(=O)n3cccc(C)c3nc2s1	9	31	0	0.94	6	0	2	1	1
Cc1cc2occ(CC(=O)N(C)CC(=O)Nc3cccc(F)c3)c2cc1C	-4	8	7	0.98	2	2	16	-7	0.93
COc1ccc(-c2noc(N3CCC(C(=O)NCc4ccc(F)cc4)CC3)n2)cc1	-8	-9	-8	0.95	5	-12	-2	4	1.1
COc1ccc(NC(=O)CSCC(=O)NC2(C)CCS(=O)(=O)C2)cc1 (centres undefined)	7	10	7	1	0	8	4	7	0.93

(next part)
mol	TIM10 inh	NLRP3 yeast inh	mIAP block	hIAP activ	hIAP inh	tim10-1 inh	Apaf1 inhib	ATG4B inh	mIAP act
COc1ccc(NS(=O)(=O)c2cc(NC(=O)CCSc3ccccc3)ccc2OC)cc1	6	0	-3	1.1	-7	13	0	-14	1
CCOc1ncccc1C(=O)Nc1cc(S(=O)(=O)N2CCOCC2)ccc1N1CCCC1	7	-10	-6	0.95	5	28	-4	-10	1.1
O=C(NC(Cc1ccccc1)C(=O)OCC(=O)N1CCc2ccccc21)c1ccco1 (centres undefined)	-38	-9	1	1.1	-10	-11	8	-12	0.99
CCN(CC(=O)Nc1ccc(C(C)=O)cc1)CC(=O)Nc1ccc2c(c1)OCCO2	-14	11	-10	1.3	-30	-9	-1	-4	1.1
CCN(CC)c1nc(-c2nn[nH]n2)nc(N(CC)CC)n1	-13	7	4	1	0	36	-1	5	0.96
COc1ccc2nc(NC(=O)CNS(=O)(=O)c3cccs3)sc2c1	8	16	31	1.7	-66	2	-7	-25	0.69
CCN(CC)c1ccc(/C=N/NC(=O)c2cccc(S(=O)(=O)N3CCOCC3)c2)cc1	1	-5	9	1.1	-9	1	14	-12	0.91
NS(=O)(=O)c1ccc(CCNC(=O)CN2CCN(c3cccc(Cl)c3)CC2)cc1	3	8	-1	0.99	1	5	5	-4	1
CS(=O)(=O)c1ccc2nc(NC(=O)Cc3ccccc3)sc2c1	-3	-4	-14	0.98	2	14	7	-1	1.1
O=C(COC(=O)c1ccc([N+](=O)[O-])cc1)NC1CCCC1	7	16	12	0.98	2	-5	1	5	0.88
Cc1cc(C)c(S(=O)(=O)c2ccccc2)c(OC(=O)c2c(F)cccc2Cl)n1	60*	16	8	0.83	17	43*	10	0	0.92
COc1ccc(CCNC(=O)c2c[nH]c3ccc(F)cc3c2=O)cc1OC	4	3	-2	1.2	-22	13	-1	-1	1
CCOC(=O)C1CCCN(C(=O)COC(=O)c2cc(=O)c3ccccc3o2)C1 (centres undefined)	1	3	0	1.1	-9	-12	-26	-15	1
N#Cc1ccc(OCC(=O)NNC(=S)NC2CCCCC2)cc1	9	18	1	1.9	-93	12	-3	-20	0.99
CCCn1c2ccccc2c2cnn(CC(=O)NCCCN3CCCCC3)c(=O)c21	1	2	1	0.83	17	21	1	3	0.99

Remaining list, next part
mol	TIM10 inh	NLRP3 yeast inh	mIAP block	hIAP activ	hIAP inh	tim10-1 inh	Apaf1 inhib	ATG4B inh	mIAP act
O=C(NC1CCCCC1)C(c1ccc(F)cc1)N(C(=O)c1cccs1)c1ccc2c(c1)OCO2 (centres undefined)	15	17	-6	0.89	11	14	2	-6	1.1
Cc1cccc2sc(NC(=O)c3cc(S(=O)(=O)N(C)C)ccc3N3CCCC3)nc12	-13	0	-1	1.1	-10	39	0	-11	1
CCOC(=O)c1cc(-c2cccc(C(F)(F)F)c2)nc2nc(SC)[nH]c(=O)c12	13	0	8	0.95	5	5	11	0	0.92
CC(C)C(C)NC(=O)COc1ccc(OCc2ccccc2)cc1 (centres undefined)	1	-57	-10	0.9	10	16	7	-5	1.1
COc1cc(C(=O)NCc2ccc3c(c2)OCO3)c([N+](=O)[O-])cc1OC	-3	23	-1	1.1	-11	-1	-17	-3	1
N#Cc1cccc(NCC(=O)Nc2ccc3c(c2)OCCO3)c1	-5	0	-4	0.9	10	3	-11	-2	1
CCOCCCN(C(=O)Cn1nnc(-c2ccc(C)o2)n1)C(C(=O)NC1CCCC1)c1ccco1 (centres undefined)	-4	5	-7	1	-3	14	7	-11	1.1
